Bioassay records as filed in PubChem.
Keap1 Nrf2 FP: disrupts human Keap1 binding to Nrf2 peptide. 0.15% of 340,000 active. Keap1 Kelch-Nrf2 peptide fluorescence polarization, 1536-well. Q14145. inhibition, % at 9.4 µM; in the data active = inhibition above about 12%;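 note: human Keap1 Kelch domain with fluorescein labeled Nrf2 9mer peptide probe; 0% = neutral control wells and 100% = peptide positive control; higher means more block of Keap1 binding to Nrf2 peptide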
Target sequence (Q14145 whole entry, looked up, the tested form may be a part): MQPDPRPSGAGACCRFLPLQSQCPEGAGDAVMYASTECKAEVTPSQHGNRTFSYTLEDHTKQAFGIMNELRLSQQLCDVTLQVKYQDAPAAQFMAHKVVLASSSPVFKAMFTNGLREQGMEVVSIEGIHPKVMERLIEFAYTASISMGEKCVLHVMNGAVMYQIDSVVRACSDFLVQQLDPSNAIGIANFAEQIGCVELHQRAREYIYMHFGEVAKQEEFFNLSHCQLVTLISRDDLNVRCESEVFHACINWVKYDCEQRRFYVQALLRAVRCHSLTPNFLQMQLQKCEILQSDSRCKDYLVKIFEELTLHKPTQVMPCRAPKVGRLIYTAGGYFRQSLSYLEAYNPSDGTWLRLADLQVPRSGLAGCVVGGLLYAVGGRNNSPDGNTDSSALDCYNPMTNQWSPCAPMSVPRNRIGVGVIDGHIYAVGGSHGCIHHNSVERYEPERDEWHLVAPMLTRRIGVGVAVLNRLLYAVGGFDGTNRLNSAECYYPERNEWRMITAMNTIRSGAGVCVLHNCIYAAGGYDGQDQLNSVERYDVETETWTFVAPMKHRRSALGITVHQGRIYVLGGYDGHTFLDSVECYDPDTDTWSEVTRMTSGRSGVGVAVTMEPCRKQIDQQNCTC
SR-BI uptake up: activators of SR-BI mediated HDL lipid uptake. CHO ldlA[mSR-BI] cells, DiI-HDL uptake fluorescence, 3 h; 100 = double the neutral-control signal. activation, % at 12.5 µM. 0.096% of 320,000 active. AID 504775;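 active = mean replicate activation of at least 60% and every replicate at or above 60%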;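 note: 0% = median plate neutral-control signal and 100% = twice that signal; values of inactives mirror those of a sister screen read the other way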
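system = CHO ldlA[mSR-BI] cells, LDL receptor-null, SR-BI overexpressing | medium = Ham's F12 with 0.5% BSA, HEPES 25 mM, pH 7.4 | probe or stimulus = DiI-HDL 10 µg/mL | compound dosing = single-point compound dose | incubation = compound exposure 3 h, 37 °C | technique = DiI fluorescence, bottom read | read-out = cell-associated DiI fluorescence as measure of HDL uptake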
NSD2 inh: blocks human histone methyltransferase NSD2; NSD2 peptide methylation, AlphaScreen, 120 min; inhibition, % at 12.5 µM; 0.54% of 310,000 active; in the data active = inhibition above about 50%
PKA-R2B act: activators of human PKA-R2B complex | 0.079% of 340,000 active | P22694+P31323 | activation, % at 11.4 µM | PKA-R2B holoenzyme dissociation, Cy5-IP20 fluorescence polarization; R2B truncated from residue 108, S112A mutant; 0% DMSO only, 100% 113 µM cGMP | AID 504700;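 active = activation above a cutoff set at the mean over all compounds plus 3 SD, cut at about 18% in these data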;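 note: higher means more holoenzyme dissociation and a rise in polarization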
RTF Ca sens inh: cardiac RTF calcium desensitization | P19429+P45379 | IANBD-labeled cardiac RTF, Ca2+ fluorescence | inhibition, % at 7.15 µM | 0.12% of 340,000 active | AID 493244;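 active = inhibition above the mean inhibition of all tested compounds plus 3 SD, cut at about 17% in these data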;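 note: assay run at fixed EC70 calcium of 1.6 mM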
PvdQ inh: blocks Pseudomonas aeruginosa PvdQ acylase activity. purified PvdQ acylase, fluorescence plate reader. inhibition, % at 10 µM. 0.063% of 340,000 active. AID 488965; in the data active = inhibition above about 30%, passing the limit was not always enough;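 note: 0% = vehicle neutral wells and 100% = reference inhibitor wells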
SR-BI DiI inh: blocks mouse SR-BI lipid uptake from DiI-HDL; 0.96% of 320,000 active; Q61009; inhibition, % at 12.5 µM; ldlA[mSR-BI] CHO cells, DiI-HDL uptake fluorescence, 3 h; AID 488896;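 active = mean replicate inhibition of at least 70% and a set share of replicates each scoring 70 or more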;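 note: 0% = median of neutral control wells and 100% = median of positive control wells; values of inactives mirror those of a sister screen read the other way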
Target sequence (Q61009 whole entry, looked up): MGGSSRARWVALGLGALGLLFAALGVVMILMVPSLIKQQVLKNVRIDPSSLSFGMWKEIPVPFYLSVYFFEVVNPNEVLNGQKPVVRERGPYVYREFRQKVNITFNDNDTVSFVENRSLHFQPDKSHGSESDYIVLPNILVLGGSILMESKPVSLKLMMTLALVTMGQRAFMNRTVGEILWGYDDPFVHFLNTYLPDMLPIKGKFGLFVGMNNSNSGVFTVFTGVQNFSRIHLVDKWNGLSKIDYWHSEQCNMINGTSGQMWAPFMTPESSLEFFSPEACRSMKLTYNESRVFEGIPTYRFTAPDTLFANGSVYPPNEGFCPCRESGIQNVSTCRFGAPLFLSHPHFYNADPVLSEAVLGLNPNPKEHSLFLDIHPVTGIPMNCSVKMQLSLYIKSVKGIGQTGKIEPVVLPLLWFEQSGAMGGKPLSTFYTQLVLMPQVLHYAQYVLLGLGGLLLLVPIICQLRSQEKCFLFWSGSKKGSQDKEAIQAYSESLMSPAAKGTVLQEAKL
C-LANA FP: KSHV C-LANA DNA binding inhibition; MBP-C-LANA/FAM-LBS DNA binding, fluorescence polarization; inhibition, % at 9 µM; 0.078% of 340,000 active; AID 504423;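 active = highest replicate inhibition at or above 60% at 9 µM, even if other replicates fall short; inactive = all replicates below 60% inhibition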;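 note: 0% = neutral control wells and 100% = 4 µM acridine orange control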
Arrestin-AP2 inh: blocks beta-arrestin peptide binding to AP2 adaptin; FITC-arrestin peptide / GST-AP2 beads, flow cytometry; AP2 beta2 appendage carries R879A mutation; inhibition, % at 10 µM; 0.31% of 340,000 active;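 active = inhibition above a set limit, near 3 SD of compounds lacking own fluorescence, cut at about 54% in these data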;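 note: plate controls were DMSO wells for no effect and 5 µM unlabelled arrestin peptide for full effect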
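system = GST-tagged AP2 beta2-adaptin appendage (R879A) on 4 µm glutathione beads | reagent = FITC-labelled arrestin peptide probe, 50 nM final | schedule = compound with beads 12 min RT, then probe 1 h RT | signal = HyperCyt-sampled flow cytometry, FL1 channel, ex 488/em 535 nm | read-out = percent response from loss of bead-bound FITC fluorescence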
DAGLB inh: blocks human DAGLB lipase activity | Q8NCG7 | HEK293T DAGLB membrane lysate, EnzChek fluorogenic substrate | inhibition, % at 5.17 µM | 0.059% of 340,000 active | AID 504411; in the data active = inhibition above about 34%;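 note: 0% = enzyme with vehicle and 100% = wells lacking enzyme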
An asterisk follows results filed as active; / = no result given.

Compound,Keap1 Nrf2 FP,SR-BI uptake up,NSD2 inh,PKA-R2B act,RTF Ca sens inh,PvdQ inh,SR-BI DiI inh,C-LANA FP,Arrestin-AP2 inh,DAGLB inh
COC(=O)[C@H](C)[C@H]1C[C@]1(C)[C@H](NC(=O)OCc1ccccc1)c1ccccc1,-4,5,/,4,2,-9,-5,4.1,5,-9
Clc1ccc(CSC2=NCCCN2)cc1Cl,-4,/,13,0,2,-17,-19,-1.4,-1,-2
COc1ccc(C(=O)NCCc2nnc3ccc(SCC(=O)N4CCCC4)nn23)cc1,0,24,5,0,-7,-13,-24,-2.0,10,0
CCN(CC)CCCN1CC(=O)N2[C@@H](Cc3c([nH]c4ccccc34)C2(C)C)C1=O,5,-1,3,14,-2,-7,1,0.0,-8,-2
COCc1cc(C)n(CC(=O)Nc2ccccc2C(=O)OC)c(=O)c1C#N,-7,-3,-1,3,-2,-9,3,-0.3,7,2
Cc1nn(C)c(C(=O)N/N=C/c2cccc(Oc3ccccc3)c2)c1Br,-1,-5,1,-2,-8,-10,5,-0.3,-3,-2
COCCNC(=O)Cn1nc(-c2ccc(C)cc2)c2ccccc2c1=O,-2,16,2,-2,-6,-6,-16,2.1,-2,3
CCOC(=O)C1CCN(C(=O)COC(=O)/C=C/c2ccc([N+](=O)[O-])cc2)CC1,2,-19,-2,0,-2,-3,19,-2.0,1,0
Cc1ccc(CCNC(=O)C2CCCN(c3ncnc4c3nc3n4CCCCC3)C2)cc1 (configuration not stated),-2,-6,2,-2,-4,-12,6,-0.3,9,-3
COc1ccc2[nH]c(C(=O)N3CCN(c4ccccc4F)CC3)c(C)c2c1,-4,-30,-1,-4,-2,-10,30,1.8,-13,-2
C/C(=N/NC(=O)c1nnn(-c2nonc2N)c1-c1ccccc1)c1ccncc1,1,/,28,10,3,0,/,-0.2,27,-2
CC(C)c1nc(Cl)c(C#N)c2c1CCC2,-4,7,2,0,5,-4,-7,0.9,-11,-4
Cc1sc2nc(SCC(N)=O)n(C)c(=O)c2c1C,2,6,-1,-6,-8,-12,-6,0.4,-10,0
COc1cc(/C=C/C(=O)OCC(=O)Nc2cc(C)c(C)cc2[N+](=O)[O-])ccc1O,-4,7,-1,-4,2,5,-7,-3.3,14,-1
O=C(O)c1cccc(-c2ccc(/C=c3/sc4nc5ccccc5n4c3=O)o2)c1,-4,-1,31,-8,13,-5,1,22,-10,-2
Cc1cc(F)ccc1NC(=O)C1CCCO1 (configuration not stated),-2,/,-6,-13,-2,-8,/,0.7,-2,-1
Cc1ccc(S(=O)(=O)CCC(=O)Nc2cccc([N+](=O)[O-])c2)cc1,-4,26,0,4,-2,-15,-26,-1.2,10,-1
Cc1cc(C)cc(C(=O)N2CCC(C(N)=O)CC2)c1,-4,-2,-3,4,-7,-12,2,-1.8,2,-3
O=C(COC(=O)c1cccnc1Cl)NCC1CCCO1 (configuration not stated),0,-10,-1,0,-7,-10,10,-1.2,9,1
CC(NC(=O)c1ccncc1)C(C)(C)C (configuration not stated),1,21,0,-5,0,-11,-21,-0.6,4,1
CC1(C)Cc2c(sc3[nH]c(=S)[nH]c(=O)c23)CO1,-4,9,-6,-2,3,-10,-9,-0.1,4,1
Cc1cc(C)c2sc(NC(=O)c3ccc(N4C(=O)CCC4=O)cc3)nc2c1,-3,/,/,11,-4,-19,/,-1.3,-9,3
Cc1cc(NC(=O)COc2ccccc2C)ccc1NC(=O)c1ccco1,-3,/,-2,4,-12,-1,/,1.3,28,-2
CCCCNC(=S)N1CCN(C)CC1,2,13,4,-6,8,5,-13,-0.1,-1,0
c1ccc(N/N=C(\Cc2nc3ccccc3[nH]2)c2ccccc2)cc1,1,-11,-2,-6,0,-9,11,-1.6,-6,-2
CCCc1nc2ccccc2c(=O)n1/N=C/c1ccc(O)cc1,-1,5,/,-10,4,-2,-5,-1.1,0,-4
Cc1cc(O)c(N)c(C)c1Cl,-2,18,1,1,-6,-10,-18,-0.4,0,3
Cc1cc(-c2ccc(/C=N/n3cnnc3)o2)ccc1Cl,-15,-29,0,4,9,-5,29,12,2,0
CC(C)(CO)NCC(O)COc1ccc2c(c1)CCC2 (configuration not stated),0,16,-2,-6,-13,-6,-16,1.5,0,1
CCOc1ccc2nc(NC(=O)c3c([N+](=O)[O-])cnn3CC)sc2c1,-2,-13,-1,1,1,0,13,2.8,6,-1
COc1ccc(-n2c(Cc3cccn3C)nnc2SCC(=O)N2CCCc3ccccc32)cc1,-5,-13,4,1,-3,-6,13,-0.6,2,0
CC(Oc1ccccc1)C(=O)N1CCN=C1SCc1ccccc1F (configuration not stated),-1,11,/,-7,1,-12,-11,-4.5,2,-5
Cc1ccccc1-n1nc(C)c2cc(C(=O)NCc3cccnc3)sc21,1,-3,-1,-7,1,-7,3,-2.0,9,1
CCOC(=O)N1CCN(C(=O)c2ccc(CNS(=O)(=O)c3ccc(OC)cc3)cc2)CC1,0,4,-2,-5,-4,-2,-4,0.1,-1,1
COc1ccc(NS(=O)(=O)c2ccc3c(c2)CCC(=O)N3)c(OC)c1,-4,23,1,-1,1,9,-23,-0.6,-9,-1
Cc1cc(Br)ccc1NC(=S)Nc1cccc([N+](=O)[O-])c1,-5,-34,1,2,9,-13,34,-1.1,3,1
CCN(CC)c1ccc(NC(=O)CN2CCN(c3nc(C)cc(C)n3)CC2)cc1,-1,-2,/,8,1,-8,2,-2.3,4,-1
C=CCn1c(-c2csc(-c3ccccc3)n2)n[nH]c1=S,2,11,3,-8,6,9,-11,-1.4,-1,0
Cc1c(NC(=O)c2c([N+](=O)[O-])cnn2C)c(=O)n(-c2ccccc2)n1C,5,/,2,4,6,-10,/,0.4,-10,-2
COCc1cc(N2CCCCC2)nc(-c2ccccc2)n1,1,-24,-2,8,-6,1,24,-0.8,27,-7
COC(=O)CCC(=O)OC1(C)C(=O)C=C2C=C(C3CC3)N(c3ccccc3)C=C2C1=O (configuration not stated),5,10,/,8,-8,-1,-10,3.0,26,1
O=C(O)CC12CC3CC(C1)CC(n1ncc(NCC4CCCO4)c(Cl)c1=O)(C3)C2 (configuration not stated),-3,-22,/,13,-10,-12,22,0.0,2,0
O=C(CCOc1ccccc1)Nc1nnc(-c2ccc3c(c2)OCCO3)o1,0,6,-7,-5,6,-3,-6,-1.1,-5,-8
CCN(CC)CCCN=C1N[C@@H](c2ccccc2)C(C(=O)OC)=C(C)N1CC,3,-4,/,6,-11,-9,4,0.8,-12,1
CC(=O)N1CCc2c(sc(NC(=O)Cc3ccc(F)cc3)c2C(N)=O)C1,-2,-8,-3,1,-1,12,8,0.7,-4,-3
O=Cc1c(-[n+]2ccccc2)nc([O-])n1-c1ccccc1,4,5,-3,0,-8,-1,-5,1.1,-5,1
CC(=O)Oc1ccc(C2(C)CC(C)(C)NC(=S)N2C)c(OC(C)=O)c1 (configuration not stated),-3,10,-3,-2,-11,3,-10,0.1,0,0
CCOC(=O)c1c(-c2ccc(OC)cc2)csc1/N=C/C1=C(O)CCCC1=O,-16,6,-6,0,-16,-11,-6,-2.0,4,2
CCOc1ccc(-n2c(=O)cc(N3CCN(c4ccc(F)cc4)CC3)[nH]c2=O)cc1,-3,7,-1,-11,-13,-14,-7,-3.0,10,3
CC(C)CC(=O)NS(=O)(=O)c1ccc(NS(C)(=O)=O)cc1,-2,3,41,4,4,7,-3,0.8,2,-2
Cc1cc(C)cc(OCCNS(=O)(=O)c2cccs2)c1,2,-13,-3,-1,-6,-15,13,0.9,-21,-5
COCc1nnc(NC(=O)C23CC4CC(CC(C4)C2)C3)s1,0,22,-2,-2,-11,0,-22,-3.2,23,0
COC(=O)c1sccc1NC(=O)CNC(=O)c1ccccc1,-4,11,/,-4,3,-11,-11,-1.8,18,1
CC(=O)c1c(C)[nH]c(C(=O)CSc2nnc(-c3ccccc3)n2Cc2ccc3c(c2)OCO3)c1C,3,6,-1,-5,-2,-1,-6,-1.6,12,1
COc1ccc(-c2nc(-c3cccc(C)c3)[nH]c(=O)c2C#N)cc1,-3,7,-3,12,-22,-7,-7,2.2,-3,1
COc1ccccc1CNCC(=O)Nc1cc(S(=O)(=O)N2CCOCC2)ccc1Cl,-3,-34,2,-3,5,-8,34,0.1,-14,-1

(list continues)
Compound,Keap1 Nrf2 FP,SR-BI uptake up,NSD2 inh,PKA-R2B act,RTF Ca sens inh,PvdQ inh,SR-BI DiI inh,C-LANA FP,Arrestin-AP2 inh,DAGLB inh
O=C(NC1CCCCC1)N1CCN(c2ccc(Cl)cc2)CC1,0,-14,0,-2,7,-6,14,-0.3,-5,-1
COc1cc(OC)cc(C(=O)NCC(=O)OCC(=O)c2cc(OC)ccc2OC)c1,-5,-10,-2,2,1,-8,10,-0.2,7,2
O=C(NCCc1ccccc1)C(=O)NCCC1CCCCN1S(=O)(=O)c1ccccc1 (configuration not stated),-2,-26,-2,0,-5,-8,26,1.4,14,-6
Cc1ccc(OCCn2cc(C(=S)N3CCCC3)c3ccccc32)cc1C,-6,-43,2,-10,3,12,43,-4.2,4,-1
c1ccc2c(c1)CCCC2NC1=NCCC1 (configuration not stated),-2,4,/,-8,3,4,-4,-0.6,19,-1
Oc1ccc(Br)cc1-c1cc(-c2ccc(Cl)cc2)n[nH]1,3,-75,0,-6,2,-10,75*,2.2,-12,-6
Cc1ccc2nc(SC(C(=O)c3ccccc3)c3ccccc3)nc(C)c2c1 (configuration not stated),-2,-10,0,-10,7,-1,10,2.9,20,-4
CCOc1ccc(C(=O)Nc2cccc3ncccc23)cc1Cl,0,-16,0,7,-4,-4,16,0.5,-22,1
C[C@@](Cc1ccc(O)c(O)c1)(NN)C(=O)O,0,7,/,0,-5,-10,-7,4.1,2,-1
CC(C)(C)OC(=O)N1CCC(C(=O)N[C@@H](Cc2c[nH]c3ccccc23)C(=O)O)CC1,-1,-1,25,9,-4,-19,1,-1.7,3,-2
CN(C)C(=O)CSc1nc(SCC(=O)N(C)C)n(-c2ccccc2)n1,1,0,4,12,2,-12,0,0.5,5,0
Cc1ccc(NC(=O)C2CCCN(S(=O)(=O)c3c(C)noc3/C=C/N(C)C)C2)c(C)c1 (configuration not stated),-7,-33,4,4,0,-6,33,-1.9,20,3

Record cards (already shown):
`CCOC(=O)c1c(-c2ccc(OC)cc2)csc1/N=C/C1=C(O)CCCC1=O` is listed as Keap1 Nrf2 FP = -16; SR-BI uptake up = 6; NSD2 inh = -6; PKA-R2B act = 0; RTF Ca sens inh = -16; PvdQ inh = -11; SR-BI DiI inh = -6; C-LANA FP = -2.0; Arrestin-AP2 inh = 4; DAGLB inh = 2
`Oc1ccc(Br)cc1-c1cc(-c2ccc(Cl)cc2)n[nH]1` is listed as Keap1 Nrf2 FP = 3; SR-BI uptake up = -75; NSD2 inh = 0; PKA-R2B act = -6; RTF Ca sens inh = 2; PvdQ inh = -10; SR-BI DiI inh = 75*; C-LANA FP = 2.2; Arrestin-AP2 inh = -12; DAGLB inh = -6
